# mcGAS RapidFire = inhibitors of Mus musculus cyclic GMP-AMP synthase, initial high-throughput assay, cell-free, RapidFire MS | Q8C6L5 | inhibition, % at 12.5 µM | 130,000 compounds, 0.18% hits | recombinant mouse cGAS, cGAMP by RapidFire MS;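 active means inhibition of cGAS enzyme activity at or above 60%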;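 further: enzyme stimulated by 45 bp dsDNA with ATP and GTP substrates; cGAMP share of summed cGAMP plus half ATP and half GTP signals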
# Target sequence (Q8C6L5 whole entry, looked up): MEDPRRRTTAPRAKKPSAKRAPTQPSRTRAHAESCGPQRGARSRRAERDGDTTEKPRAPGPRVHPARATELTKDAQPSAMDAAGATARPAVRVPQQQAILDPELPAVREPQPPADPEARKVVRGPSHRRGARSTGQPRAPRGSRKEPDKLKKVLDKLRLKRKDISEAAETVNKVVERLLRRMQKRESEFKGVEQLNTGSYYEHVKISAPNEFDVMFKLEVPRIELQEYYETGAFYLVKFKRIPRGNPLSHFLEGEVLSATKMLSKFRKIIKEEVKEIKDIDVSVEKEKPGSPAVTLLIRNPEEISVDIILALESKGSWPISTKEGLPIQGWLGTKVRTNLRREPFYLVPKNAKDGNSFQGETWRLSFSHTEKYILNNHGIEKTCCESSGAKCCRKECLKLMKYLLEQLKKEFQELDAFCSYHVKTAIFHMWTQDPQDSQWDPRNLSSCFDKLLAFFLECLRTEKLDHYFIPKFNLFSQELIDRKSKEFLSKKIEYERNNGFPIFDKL
# Active calls of the source: *; & = joins results of further samples.
mcGAS RapidFire | Structure
2 | Cc1nonc1CC(=O)NC1CC(=O)N(CC2CCCCC2)C1 (centres undefined)
-11 | O=C1CCN(C(=O)c2coc(COc3cccc(F)c3)n2)CCN1
-2 | C=C(C)CN(CC)C(=O)CN1C(=O)NC(C)(c2cc(F)ccc2F)C1=O (centres undefined)
-7 | CN(CCN1CCCC1)C(=O)/C=C/c1ccnc2ccccc12
-40 | O=C(NC1CC1)c1cc2n(n1)CCCN(C(=O)c1cnn3ccccc13)C2
-4 | CN(Cc1ccc(C(C)(C)C)cc1)C(=O)c1ccc(C(N)=O)cc1
-9 | O=C1Nc2c(c(=O)[nH]c(=O)n2Cc2ccccc2)C1(NS(=O)(=O)c1ccccc1)C(F)(F)F (centres undefined)
-11 | Cc1cnn(CC2CCCN2C(C)C(=O)N2CCOCC2)c1 (centres undefined)
-18 | Cc1sc(NC(=O)NCC(CC(C)C)N(C)C)c(C#N)c1C (centres undefined)
-20 | O=C1NCC2(CCN(C(=O)c3scc4c3CCCC4)CC2)O1
-30 | CC(C)(C)C(=O)NC(=S)NC1=CC2N=C(c3ccncc3)OC2C=C1 (centres undefined)
-2 | Cc1ccc([N+](=O)[O-])cc1NC(=O)C(C)Sc1nnc(C)n1CC1CCCO1 (centres undefined)
-6 | COc1nn(C)cc1C(=O)NCc1cc(-c2ccc3c(c2)OC(C)C3)on1 (centres undefined)
-1 | Cc1nn(CN2CCN(S(=O)(=O)c3ccc4c(c3)OCCCO4)CC2)c(=S)s1
-10 | C/C=C/COC(=O)C1=C(C)NC(=O)NC1c1ccccc1OCCCC (centres undefined)
-24 | O=c1[nH]c(=S)[nH]c(O)c1C=NC1C=CS(=O)(=O)C1 (centres undefined)
-9 | CC1CN(CCNC(=O)c2cncnc2C(C)C)CC(C)O1 (centres undefined)
-8 | CCCc1nc(C(=O)N2CCN(C)C3(CCN(C)CC3)C2)cs1
-7 | Clc1ccc(-n2ncc3c(N4CCc5ccccc54)ncnc32)cc1
1 | O=C(CCC1CCN(Cc2ccncc2)CC1)Nc1ccc2c(c1)OCCO2
-8 | CCOC(=O)C1=C(COc2ccc(F)c(Cl)c2)NC(=O)NC1CC (centres undefined)
-2 | O=C1OC(c2ccccc2)=NC1=Cc1cccc(F)c1
-11 | CCN(Cc1cccs1)C(=O)/C=C/c1cc(OC)ccc1OC
-7 | CC1c2ccccc2N(S(=O)(=O)c2ccc3c(c2)OCCCO3)C2CNC(=O)C12 (centres undefined)
-18 | NC(=O)c1cc2c(s1)CCN(Cc1cc3n(n1)CCCNC3)C2
0 | Oc1cccc(C2CN(c3nc4cc(C(F)(F)F)ccc4s3)CCO2)c1 (centres undefined)
-6 | Cc1cccc2nc(C(=O)N3CCC4(CCNCC4)CC3)cn12
3 | Fc1ccc(C2(CNCc3ccc(C(F)(F)F)nc3)CCOC2)cc1 (centres undefined)
-17 | CC(NS(C)(=O)=O)C(=O)NCc1cccnc1N(C)C1CCCCC1 (centres undefined)
-6 | Cc1c(Cl)cccc1N1CCNC(C)C1=O (centres undefined)
-2 | Cc1nn(C)cc1CCC(=O)N(CC(F)(F)F)C1CCCC1
-3 | Cc1cc(C)n(CCCC(=O)N2CCC3(CC2)c2ccccc2[C@@H](N)[C@@H]3O)n1
-25 | Cc1ccc(S(=O)(=O)NC(CC(C)C)C(=O)N2CCCC(c3nc(C)no3)C2)cc1 (centres undefined)
3 | CCOC(=O)C1CCN(Cn2nc(Nc3ccc(F)cc3)sc2=S)CC1
-11 | COc1ccc(-c2[nH]nc3c2C(c2ccc(OC)c(O)c2)C(C#N)C(=N)O3)cc1 (centres undefined)
-21 | CSc1ccc(C2C(C#N)=C3Sc4ccccc4N3C(=N)C2C#N)cc1 (centres undefined)
1 | Cc1ccc(-c2[nH]ncc2CN2CCC(OCc3cccnc3)CC2)cc1C
-5 | COc1ccc(C(CC(=O)N2CCC(N3CCCC3)CC2)c2ccccc2)cc1 (centres undefined)
-6 | Cc1c(C(=O)O)oc2c1C(O)CC(C)(C)C2 (centres undefined)
-2 | CS(=O)(=O)Nc1ccc(F)cc1C(=O)NCc1cccc2c1OCO2
-48 | CN(C)N=C1CC(=[N+]2CCCC2)CC(C)(C)C1
-2 | FC(F)(F)c1nc(NCCc2ccccn2)c2ccccc2n1
-8 | C=CC(C)(C)S(=O)(=O)Cc1ccccc1
2 | COc1ccc(-c2nc(CN3CCNCC3)cs2)cc1
-8 | CCCCC(=O)Nc1c(-c2cc(OC)c(OC)c(OC)c2)c(=O)c2ccccc2n1C
-9 | CSc1ccc(CN2CCC2(C)C(=O)Nc2ccccc2F)cc1 (centres undefined)
9 | Cc1csc(COC(=O)C2CCCO2)n1 (centres undefined)
-15&55 | NS(=O)(=O)c1cccc2c1c([N+](=O)[O-])cc1[nH]c(=O)c(=O)[nH]c12
-18 | CCOc1ccc2c(c1)CN(C(=O)Nc1cccc(COC)c1)CC2
-14 | Cc1nc(C(C)C)sc1C(=O)N1CCC2(CN(C)C(=O)O2)C1 (centres undefined)

# Three entries from above in another layout.
molecule | mcGAS RapidFire
C=CC(C)(C)S(=O)(=O)Cc1ccccc1 | -8
Cc1nc(C(C)C)sc1C(=O)N1CCC2(CN(C)C(=O)O2)C1 (centres undefined) | -14
FC(F)(F)c1nc(NCCc2ccccn2)c2ccccc2n1 | -2

# Grouped by structure: the compounds so far with a tert-butyl group (two)
mcGAS RapidFire | Structure
-4 | CN(Cc1ccc(C(C)(C)C)cc1)C(=O)c1ccc(C(N)=O)cc1
-30 | CC(C)(C)C(=O)NC(=S)NC1=CC2N=C(c3ccncc3)OC2C=C1 (centres undefined)

# The listing continues.
mcGAS RapidFire | Structure
-7 | CCOc1ccc(N2CCN(C(=O)CCc3ccccc3)C(C)C2=O)cc1 (centres undefined)
-11 | OC1CCN(CCCNc2nccc(C3CCCC3)n2)CC1
-1 | Cc1cc(C(=O)N=Nc2c(O)[nH]c3ccc(Br)cc23)n[nH]1
-1 | CC(c1ccc(F)cc1)N(C)C(=O)COc1ccc2ccc(=O)oc2c1 (centres undefined)
-5 | CN(C)CCCn1cccc1C=O
-9 | N#Cc1c(-c2ccc(F)cc2)cc(C2CC2)nc1N
-4 | CCOC(=O)N1CCc2c(sc(NC(=O)/C=C/c3ccc([N+](=O)[O-])cc3)c2C(N)=O)C1
1 | Cn1c(=O)c2sccc2n2c(CCCC(=O)N3CCCC3)nnc12
-5 | Nc1ncc(Cc2ccc(F)c(Cl)c2)s1
-20 | CN(Cc1ccc2nsnc2c1)C(=O)CC1COCCN1 (centres undefined)
14 | CCn1nccc1NC(=O)COc1ccc(Cl)cc1C
-7 | O=C(CCN1CCOC(c2ccc(F)cc2)C1)Nc1ccccc1F (centres undefined)
-3 | C=CCn1c(C2CC2)n[nH]c1=S
-1 | CCCC(=O)N1CCN(c2ncnc3c2nnn3C)CC1
-2 | Cc1csc(N(C)C(=O)c2cc(N3CCNC3=O)ccc2F)n1
-11 | CC(=O)N1c2ccccc2C[C@H]1C(=O)NCC1CCC(C(N)=O)CC1 (some centres undefined)
-10 | Cc1cc(=O)[nH]c(CCNC(=O)c2cccc3ccnn23)n1
-7 | Cc1nnc(SCc2nc(-c3ccc(C(C)C)cc3)no2)n1C1CC1
-4 | CCn1c(=N)n(CC(O)c2ccco2)c2ccccc21 (centres undefined)
-5 | CC(C)Nc1nnc(SCc2cc([N+](=O)[O-])cc3c2OCOC3)s1
-2 | Cc1cc(OCC(O)CN2CCNCC2)ccc1Cl (centres undefined)
-5 | COc1ccc(NC(=O)C2(C)CCN2Cc2ccccc2OC(F)F)cc1OC (centres undefined)
-6 | O=C1Nc2ccccc2C1=Nn1ncc2ccccc21
-11 | N#Cc1ccc(NCCc2ccc(Cl)cc2)nc1
3 | CC(C)c1nc2sc3c(NCCCN(C)C)ncnc3c2c2c1CCCC2
39 | Cn1ccnc1C(O)(CCNc1nc2ccccc2s1)C(F)(F)F (centres undefined)
-9 | CCn1nc(C)c(NC(=O)CN2CCC(c3nc4c(C)cccc4[nH]3)CC2)c1C
-10 | O=C(O)c1cc2n(n1)CCN(Cc1cn[nH]c1C1CCCCC1)C2
-12 | COc1cc(/C=C/CN2CCN(Cc3ccc(C)o3)C(CCO)C2)ccc1O (centres undefined)
-10 | Cc1c(C(=O)NCC2(O)CCCNCC2)sc2ccccc12 (centres undefined)
-5 | CC(=O)c1cccc(NC(=O)CCn2nnc3ccccc3c2=O)c1
-12 | Cc1n[nH]c(C)c1CCC(=O)NCc1cccnc1N1CCCN(C)CC1
-5 | CCCCCOc1ccc(C2Nc3ccccc3C(=O)N2NC(=O)c2ccncc2)cc1 (centres undefined)
-33 | c1ccc(-c2nc3cc(Oc4ccc5oc(-c6ccccn6)nc5c4)ccc3o2)nc1
-3 | CCOC(=O)c1ccc(N2CCn3c2nc2c3c(=O)n(CCCO)c(=O)n2C)cc1
1 | COc1ccc(OCCn2c(C3CC(=O)N(c4ccccc4OC)C3)nc3ccccc32)cc1 (centres undefined)
-4 | Cc1nccn1CCN(C)Cc1cn(C)nc1-c1ccc(C2CCCCC2)cc1
3 | Cc1cccc(OCC(O)CSc2ncc3ccccn23)c1 (centres undefined)
1 | CCc1ccc(-c2nnn(CC(=O)NC(=O)NCc3ccco3)n2)cc1
-4 | C[n+]1ccccc1N1CC2(C)CC1CC(C)(C)C2 (centres undefined)
-2 | CCCC(=O)NC(c1ccc(OC)c(OC)c1)c1ccc2cccnc2c1O (centres undefined)
0 | CSCCC(NC(=O)c1ccco1)C(=O)NC1CCC(c2ccccc2)CC1 (centres undefined)
-8 | CCOC(=O)C1(Cc2cccc(Cl)c2)CCCN(Cc2cc(C)[nH]n2)C1 (centres undefined)
-8&-3 | CCOC(=O)c1c(C)[nH]c(C2=Nn3c(nnc3C3CC3)SC2C)c1C (centres undefined)
-2 | Cn1ccc(C(=O)N(CCN2CCCC2)Cc2ccc(Cl)c(Cl)c2)cc1=O
-5 | CC(C)c1cc(NC(=O)c2cc(Cl)ccc2F)n[nH]1
-4 | CCc1ccc2nc(NC(=O)C3CSC4(C)CCC(=O)N34)sc2c1 (centres undefined)
-5 | Cc1cccc2nc(CSc3nnc(NC4CC4)s3)cc(=O)n12
-2 | CC[N+](CC)(CC)CCOc1cccc(OCC[N+](CC)(CC)CC)c1OCC[N+](CC)(CC)CC
-35 | Cc1nc2ccccn2c1CN1CCN(CC(=O)Nc2ccc(F)cc2)CC1

# (list continues)
mcGAS RapidFire | Structure
-4 | Cc1ccnc(NC(=O)c2cccc(CS(C)=O)c2)c1 (centres undefined)
-23 | O=C(NCCC1=CCCN(CCCF)C1)c1cccs1
0 | CNC(=O)C1CC(=O)N(C2CCCCCC2)C1 (centres undefined)
0 | CC(C)COC(=O)C(C)NC(=O)CC1CCCC1 (centres undefined)
-2 | CC(SCc1nc2ccsc2c(=O)[nH]1)c1cccs1 (centres undefined)
-11 | COCCNC(=O)c1cc2sc(C)cc2n1Cc1ccccc1C
-5 | CC1(C)CC(=O)N(C2CCCCC2)C1(C)O (centres undefined)
0 | COc1ccccc1CC1CCCN1CC(=O)N1CCN(S(C)(=O)=O)CC1 (centres undefined)
-3 | O=C(C=Cc1cc(Cl)c2c(c1)OCO2)N1CCN(C(=O)C2CCCO2)CC1 (centres undefined)
-8 | NC(=O)CCN(C(=O)c1cccc2c1OCCO2)c1ccccc1
2 | CCn1nnc2c(=O)n(CC(=O)c3ccccc3)cnc21
-6 | Cc1cc[n+](CC(=O)NS(=O)(=O)c2ccc(Cl)cc2)cc1
-7 | CC(C)C(=O)Nc1ccc2c(c1)N(C(=O)c1ccccc1)CCC2
-8 | COc1ccc(CCn2c(=O)c3ncccc3n(CC(=O)NC3CCCC3)c2=O)cc1OC
-5 | Cc1noc(C)c1CC(=O)N1CCCC(Nc2ccc(F)c(F)c2)C1 (centres undefined)
-41 | Cc1ncsc1CCC(=O)N(Cc1nccn1C)C1CC1
-7 | CNC(=O)c1ccc(Cl)c(S(=O)(=O)NC)c1
-11 | CCOc1ccc(OCC)c(-c2c(=O)n(OCc3ccc(Cl)cc3)c3ccccc3[n+]2[O-])c1
-7 | CN(C)S(=O)(=O)c1ccc(C(=O)NCc2nnc(SCC(=O)Nc3nccs3)n2-c2cccc(Cl)c2)cc1
1 | CCOC(=O)c1ccc(C(=O)NCc2ccccc2)nc1C

# 6 structures already listed, sorted by length of the SMILES, largest number first.
mcGAS RapidFire | Structure
-15&55 | NS(=O)(=O)c1cccc2c1c([N+](=O)[O-])cc1[nH]c(=O)c(=O)[nH]c12
-11 | CC(=O)N1c2ccccc2C[C@H]1C(=O)NCC1CCC(C(N)=O)CC1 (some centres undefined)
-11 | CCN(Cc1cccs1)C(=O)/C=C/c1cc(OC)ccc1OC
2 | COc1ccc(-c2nc(CN3CCNCC3)cs2)cc1
-6 | O=C1Nc2ccccc2C1=Nn1ncc2ccccc21
9 | Cc1csc(COC(=O)C2CCCO2)n1 (centres undefined)

# (more compounds)
mcGAS RapidFire | Structure
-2 | CCS(=O)(=O)CCNC(=O)Nc1ccc2nc(OC)ccc2c1
-10 | O[C@@H]1CN(Cc2ccc(-c3ccn[nH]3)s2)CC[C@H]1c1ccc(F)cc1
-1 | C=CCC1(CC=C)CCCN1C(=O)C1(N)CC1
-5 | O=C(OC(CCl)CCl)c1ccc(N2C(=O)C3C4CCC(C4)C3C2=O)cc1 (centres undefined)
-5 | Cn1ncc(N=Cc2ccc([N+](=O)[O-])cc2)c1C(=O)N1CCOCC1
-2 | Cc1[nH]nc2c1C(c1ccccc1)N(c1ccc(Br)cc1)C2=O (centres undefined)
-9 | O=C1CN(C(=O)CN2CCCC2CC2CCCCC2)CCN1 (centres undefined)
-4 | Cc1noc(C(C)N2CCN(S(=O)(=O)N3CCOCC3)CC2)n1 (centres undefined)
-6 | CCOC(=O)Cn1nc(C(C)C)c2cnn(-c3ccc(F)cc3)c2c1=O
-6 | CCOc1ccccc1CN1CCN(Cc2ccc3cc(F)ccc3n2)CC1CCO (centres undefined)
-4 | O=C(N=Nc1c(O)[nH]c2ccccc12)c1cnc2ccccc2c1

# High-throughput results as filed in PubChem.

# This is a subset; the hit share may differ from the screen's.
